Source: PubChem (several laboratories)
Kir21 inh = blocks the mouse Kir2.1 inward-rectifier potassium channel; HEK293-Kir2.1, FluxOR thallium flux fluorescence; stronger effect = lower value; 0.85% of 310,000 active; P35561; B-score at 10 µM;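 active = fluorescence ratio B-score at or below minus 3 SD of library scores, with starting-brightness B-score within 2 SD, cut at about -4.2 in these data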;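 also: channel flux triggered by added potassium and thallium sulfate stimulus; B-score of peak minus minimum fluorescence over baseline after thallium stimulus; more negative B-score means stronger Kir2.1 block with less thallium influx; some compounds called inactive have numbers as strong as hits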
Target sequence (P35561 whole entry, looked up): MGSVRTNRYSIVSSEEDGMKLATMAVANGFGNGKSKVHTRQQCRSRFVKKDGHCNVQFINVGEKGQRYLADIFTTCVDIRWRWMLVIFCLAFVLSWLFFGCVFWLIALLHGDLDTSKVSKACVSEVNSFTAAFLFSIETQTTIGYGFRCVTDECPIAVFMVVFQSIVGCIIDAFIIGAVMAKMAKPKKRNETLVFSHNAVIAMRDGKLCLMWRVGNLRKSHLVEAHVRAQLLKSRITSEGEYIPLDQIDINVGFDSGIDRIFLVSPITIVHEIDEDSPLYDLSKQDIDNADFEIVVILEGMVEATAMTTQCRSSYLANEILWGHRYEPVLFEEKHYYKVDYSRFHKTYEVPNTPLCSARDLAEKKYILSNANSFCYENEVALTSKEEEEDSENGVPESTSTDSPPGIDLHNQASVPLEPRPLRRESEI
STK33 kinase inh = blocks human STK33 kinase activity; Q9BYT3; AID 2661; 0.073% of 320,000 active; purified STK33, MBP phosphorylation, ADP-Glo luminescence; inhibition, % at 10 µM;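 active = inhibition at or above 25%, using the most active replicate where run in duplicate; inactive = inhibition below 25%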
Target sequence (Q9BYT3 whole entry, looked up): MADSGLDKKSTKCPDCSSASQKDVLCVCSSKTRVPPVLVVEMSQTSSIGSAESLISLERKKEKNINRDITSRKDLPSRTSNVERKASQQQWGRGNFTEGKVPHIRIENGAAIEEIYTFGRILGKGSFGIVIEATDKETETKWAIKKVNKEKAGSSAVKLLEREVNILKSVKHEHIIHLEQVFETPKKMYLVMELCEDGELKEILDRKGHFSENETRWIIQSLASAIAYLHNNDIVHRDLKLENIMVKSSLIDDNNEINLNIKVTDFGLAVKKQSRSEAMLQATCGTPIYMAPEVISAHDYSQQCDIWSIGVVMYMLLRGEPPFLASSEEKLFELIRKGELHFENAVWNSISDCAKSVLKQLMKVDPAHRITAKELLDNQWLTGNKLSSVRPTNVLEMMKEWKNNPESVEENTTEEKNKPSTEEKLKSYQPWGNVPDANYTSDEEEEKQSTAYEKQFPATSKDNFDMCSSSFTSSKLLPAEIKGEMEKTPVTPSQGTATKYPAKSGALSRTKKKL
* = called active by the depositor; · = not tested or not shown.

STK33 kinase inh,Kir21 inh,SMILES
15,1.5,COc1ccc2c(c1)-c1nc(/N=C/c3ccccc3O)sc1CC2
·,-2,Cc1nc2ccc(S(=O)(=O)NC(C(=O)N3CCCC3)C(C)C)cc2s1 (stereo not drawn)
-1.2,·,CC(=O)Nc1ccc(NC(=O)COC(=O)[C@@H]2CCCN2C(=O)c2cccs2)cc1
1.8,0.5,Cn1c(C(=O)N2CCN(C(=O)c3ccco3)CC2)cc2c(=O)n3ccccc3nc21
4.7,0.81,O=C(CNC(=O)c1ccco1)Nc1ccc(F)cc1
-1.2,0.43,COc1ccccc1NC(=S)NCc1cccnc1
-0.3,0.07,CS(=O)(=O)N1CCc2cc(C(=O)N3CCN(c4ccccc4F)CC3)ccc21
-1.8,-0.01,COc1ccc(C(=O)NC(=S)Nc2ccc(Cl)c(C(=O)O)c2)cc1

Rewritten with two lines to a compound: 2 of the compounds above.
The line under a structure holds: STK33 kinase inh	Kir21 inh
O=C(CNC(=O)c1ccco1)Nc1ccc(F)cc1
    4.7	0.81
COc1ccccc1NC(=S)NCc1cccnc1
    -1.2	0.43

A different layout for 2 compounds above:
molecule	STK33 kinase inh	Kir21 inh
COc1ccc(C(=O)NC(=S)Nc2ccc(Cl)c(C(=O)O)c2)cc1	-1.8	-0.01
CC(=O)Nc1ccc(NC(=O)COC(=O)[C@@H]2CCCN2C(=O)c2cccs2)cc1	-1.2	·

Next section
STK33 kinase inh,Kir21 inh,SMILES
-0.2,-2.6,Cc1cc(C)c(C#N)c(SCc2cn3ccccc3n2)n1
-1.0,-0.83,O=C(c1cccs1)N(Cc1nc2sc3c(c2c(=O)[nH]1)CCCC3)C1CCCC1
-1.1,-1.6,COc1ccc(NS(=O)(=O)c2cccs2)cn1
0.4,-1,COc1nc(N/N=C/c2ccccc2F)nc(N2CCCCC2)n1
-0.8,0.88,O=C(C[n+]1ccccc1)N/N=C/c1ccco1
1.4,2.4,O=C(COc1ccc2ccccc2c1)Nc1cccc(C(=O)Nc2ccccc2C(=O)O)c1
-0.1,·,CCC1(CC)NC(=O)N(CC(=O)N2CCc3ccccc32)C1=O
0.0,0.39,CN(C)S(=O)(=O)c1ccc(Oc2ccccc2)cc1
0.7,-3.2,COc1ccc(S(=O)(=O)n2c(C)nc3ccccc32)cc1C
0.4,0.86,COc1ccc(S(=O)(=O)N2CCOCC2)cc1NC(=O)CCc1nc2ccccc2c(=O)[nH]1
-0.9,-2.2,Cc1ccccc1S(=O)(=O)Cc1ccc(C(=O)NCc2ccc(F)cc2)o1
-0.3,-0.28,COC(=O)c1cc(Br)c(N)cc1OC
-0.3,0.04,Cc1nc(NCC2CCCO2)c2nnn(Cc3ccccc3Cl)c2n1 (stereo not drawn)
-1.7,0.2,O=C(Nc1cc(C(F)(F)F)ccc1N1CCOCC1)c1cccnc1
-0.1,-2.3,O=C(Nc1ccccc1NC(=O)c1ccco1)c1ccccc1
0.6,-1.4,Cn1cccc1CC(=O)N/N=C\c1c2ccccc2cc2ccccc12
-0.5,-0.14,Cc1ccc(-c2c[n+](CC(=O)Nc3ccccc3C)c3n2CCC3)cc1
-1.2,2.6,CC(=O)Nc1ccccc1NS(=O)(=O)c1cccc([N+](=O)[O-])c1
-0.3,0.29,COc1ccc2[nH]c(=O)c(COC(=O)c3ccco3)cc2c1
-0.4,0.19,Cc1cccn2c(NCc3ccc4c(c3)OCO4)c(-c3ccc(O)cc3)nc12
-0.6,0.26,CCCn1c(SCC(=O)NCCc2ccc(OC)c(OC)c2)nc2c1c(=O)n(C)c(=O)n2C
-2.3,·,C[C@H](CO)N1C[C@H](C)[C@@H](CN(C)S(=O)(=O)c2ccccc2)Oc2c(NC(=O)NC3CCCCC3)cccc2C1=O
-0.4,1.4,CC1CCN(c2nc(N3CCCCC3)nc(N3CCCCC3)n2)CC1
0.0,0.41,C=CCn1cc(C(=O)N2CCc3ccccc3C2)c(=O)c2cc(S(=O)(=O)N(CC)CC)ccc21
-0.7,2,O=C1CC(N2CCN(c3ccc(C(=O)c4ccc(F)cc4)cc3)CC2)C(=O)N1 (stereo not drawn)
1.0,1.3,CC(C)CC(=O)Nc1nnc(S(=O)(=O)N(C)Cc2ccco2)s1
1.5,0.73,COC(=O)c1sc(C(=O)OC)c(C(=O)OC)c1C(=O)OC
-0.3,-0.68,O=C(Nc1ccc(-n2ccnc2P(=O)(O)c2ccccc2)cc1)c1ccccc1Cl
1.3,-2,CSc1ccccc1NC(=O)C1=CC(c2ccc(C)cc2)=NS(=O)(=O)N1C
·,0.01,COc1cc2c3c(c1)C1(C(=O)N3C(C)(C)C=C2C)C(C#N)=C(N)Oc2cc(C)oc(=O)c21 (stereo not drawn)
-1.2,-0.52,COc1ccc(NC(=S)N2CCC(N(C)CCN3CCOCC3)CC2)cc1
-0.5,-0.49,CC(NC(=O)N1CCOCC1)c1ccccc1 (stereo not drawn)
-1.6,0.27,Cc1ccc(C(O)P(=O)(OC(C)C)c2ccc(N(C)C)cc2)cc1 (stereo not drawn)
-0.4,1,CCn1ncc(Br)c1C(=O)Nc1cc(C(=O)OC)ccc1C(=O)OC
-3.0,1.2,Cc1cc(C)nc(SCC(=O)Nc2cccc(S(=O)(=O)N(C)C)c2)n1
0.8,-1.7,O=C(NCCN1CCN(C(=O)Nc2ccccc2)CC1)Nc1ccccc1
-1.1,-0.16,CCOc1cc(S(=O)(=O)Nc2ccc(Cl)cn2)ccc1F
0.0,1,Cn1nc([N+](=O)[O-])nc1N1CCN(c2ccc(F)cc2)CC1
-0.1,-0.77,COc1ccc(NC(=O)CSc2ccc(-c3ccco3)nn2)c(OC)c1
1.0,2.2,CN(C)c1cccc(C(=O)OCC(=O)Nc2nccs2)c1

Copied from above (5 entries):
STK33 kinase inh,Kir21 inh,SMILES
15,1.5,COc1ccc2c(c1)-c1nc(/N=C/c3ccccc3O)sc1CC2
·,-2,Cc1nc2ccc(S(=O)(=O)NC(C(=O)N3CCCC3)C(C)C)cc2s1 (stereo not drawn)
-1.2,·,CC(=O)Nc1ccc(NC(=O)COC(=O)[C@@H]2CCCN2C(=O)c2cccs2)cc1
1.8,0.5,Cn1c(C(=O)N2CCN(C(=O)c3ccco3)CC2)cc2c(=O)n3ccccc3nc21
4.7,0.81,O=C(CNC(=O)c1ccco1)Nc1ccc(F)cc1

Additional results follow.
STK33 kinase inh,Kir21 inh,SMILES
-0.3,·,COc1ccc(NC(=O)CN(C)C(=O)COc2ccccc2Cc2ccccc2)cc1
0.0,-0.14,Cc1ccc(NS(=O)(=O)c2cc(C(=O)N3CCOCC3)ccc2C)cc1
-0.9,0.65,O=C(NC(=S)Nc1nc2c(ccc3ccccc32)s1)c1cccs1
-1.6,-0.84,COC(=O)c1cc(OC)c(OC)cc1-n1cnc2cc(OC)c(OC)cc2c1=O
-0.2,-0.56,COc1cccc(-c2nc(CS(=O)(=O)CC(=O)N3CCN(C4CCCCC4)CC3)c(C)o2)c1
-2.2,-0.1,Cn1nnnc1SCC1=C(C(=O)O)N2C(=O)[C@@H](NC(=O)[C@H](O)c3ccccc3)[C@H]2SC1
-1.1,1.1,CN(CCc1ccccn1)C(=S)Nc1ccc(Cl)c(Cl)c1
-0.8,1,Cc1ccc(C(=O)OCC(=O)NCc2cccs2)cc1
-1.8,-0.01,CCOC(=O)N1CCN(C(=O)c2ccc(S(=O)(=O)NCc3ccco3)cc2)CC1
-2.2,-0.52,COC(=O)c1ccc(-c2noc(CN(C)CCC3CCCCO3)n2)cc1 (stereo not drawn)
-1.0,·,COc1ccc(CNC(=O)C(C)N2C(=O)NC(c3ccccc3)(c3ccccc3)C2=O)cc1 (stereo not drawn)
-1.2,-1.2,CCOc1ccccc1-n1nnnc1SC(C)C(=O)OC (stereo not drawn)
0.1,-2.2,CCCCOCCCNC1=NCCCCC1
·,0.31,O=C(CSc1ccc(-c2ccco2)nn1)NCc1ccc(Cl)cc1
-0.4,0.02,COc1ccc(S(=O)(=O)NC2CCSc3ccccc32)cc1NC(C)=O (stereo not drawn)
-1.5,-1.3,Cn1c(SCC(=O)NCc2ccc3c(c2)OCO3)ncc(C(=O)Nc2ccc(F)cc2)c1=O

By substructure: the entries above with a COOH group (three)
STK33 kinase inh,Kir21 inh,SMILES
-1.8,-0.01,COc1ccc(C(=O)NC(=S)Nc2ccc(Cl)c(C(=O)O)c2)cc1
1.4,2.4,O=C(COc1ccc2ccccc2c1)Nc1cccc(C(=O)Nc2ccccc2C(=O)O)c1
-2.2,-0.1,Cn1nnnc1SCC1=C(C(=O)O)N2C(=O)[C@@H](NC(=O)[C@H](O)c3ccccc3)[C@H]2SC1

Continuation.
STK33 kinase inh,Kir21 inh,SMILES
-1.8,-0.74,O=S(=O)(Nc1cccnc1)c1ccc2c(c1)OCCO2
0.3,-1.2,CCOCCCNC(=S)Nc1ccc(Br)cc1Cl
·,1.4,Cc1cc(=O)oc2cc(OCc3ccc(C(=O)OCC(=O)Nc4ccc(N(C)C)cc4)cc3)ccc12
-1.0,-1.5,O=C(Nc1ccccc1C(=O)NCc1ccccc1)c1ccccc1Br
0.9,-1,CCC1=NN(C(=O)CCc2ccc3c(c2)OCO3)C(O)(C(F)(F)F)C1 (stereo not drawn)
0.5,·,CC1CCC(NC(=O)Cn2cnc3sccc3c2=O)CC1 (stereo not drawn)
-0.1,0.12,CC(=O)Nc1ccc(/C(C)=N/Nc2nc(N3CCOCC3)nc(N3CCOCC3)n2)cc1
1.0,1.6,OCC1CCCCN1CC(O)COC(c1ccc(F)cc1)c1ccc(F)cc1 (stereo not drawn)
0.3,-0.65,COc1ccccc1NC(=O)C/C(C)=N/NC(=O)C12CC3CC(CC(C3)C1)C2
-0.5,-1.5,Nc1nc(-c2cccs2)c(-c2cccs2)s1
0.0,0.8,Cc1cc(OC(C)C(=O)NCCc2c[nH]c3ccccc23)c2c(C)cc(=O)oc2c1 (stereo not drawn)
-1.0,-0.01,CCN1CCN(c2nc(-c3ccc(F)cc3)cc(=O)[nH]2)CC1
-2.5,-1,CS(=O)(=O)c1ccc(Cl)c(C(=O)NCC2CCCCC2)c1
0.8,-1.4,COc1ccc(N2C(=O)c3ccc(C(=O)Nc4ccccc4O)cc3C2=O)cc1
-0.3,-1.4,CCOC(=O)c1ccc(S(=O)(=O)N2CCN(C)CC2)cc1
-1.4,0.11,CC12CCC(C(=O)N(c3cccc(Cl)c3)C1=O)C2(C)C (stereo not drawn)
-0.2,0.34,Cc1nnc(NC(=O)CSc2ncn(-c3ccccc3)n2)s1
0.9,1,O=C(Nc1ccccc1)c1ccc2snnc2c1
-0.9,0.42,Cc1ccc(NC(=O)C2=C(O)c3sccc3N(C)S2(=O)=O)cc1
2.5,-1.5,O=C(NCC(=O)N(CC1CCCO1)C(C(=O)NC1CCCCC1)c1ccccc1)c1ccco1 (stereo not drawn)
-1.4,-0.31,Cc1cccc(NC(=O)c2c(C)cc(=O)oc2C)n1
0.6,-0.06,COc1ccc(Cl)cc1NS(=O)(=O)c1cccc(C(=O)NCC(c2ccco2)N2CCCC2)c1 (stereo not drawn)
-0.3,1,CC[N+]1(CC(O)COC2CC(C)CC(C)(C)C2)CCOCC1 (stereo not drawn)
-1.2,0.45,COc1ccccc1C(=O)NC1CCN(C(=O)Nc2ccc(C)cc2)CC1
-0.7,1.9,COc1cccc(/C=N/n2cnc3ccccc32)c1OC
0.5,-0.1,O=C(COC(=O)c1cc2ccccc2oc1=O)Nc1cccc(S(=O)(=O)N2CCCCCC2)c1
-1.0,0.21,CC1CCc2nn(CC(=O)N3CCCCCC3)cc2C1 (stereo not drawn)
-2.4,-0.12,O=C1CSC(c2cccnc2)N1c1cccc(Cl)c1 (stereo not drawn)
1.4,-0.93,O=C(NCc1cc2ccccc2[nH]1)c1ccccc1F
-1.6,·,COc1ccc(/C=C/C(=O)OCC(=O)NCc2ccccc2Cl)cc1OC
-0.3,-1.5,CC(=O)C(C)Oc1ccc2c3c(c(=O)oc2c1)CCCC3 (stereo not drawn)
-1.8,1.8,Cc1noc(C)c1C(=O)OC(C(=O)NC1CCCC1)c1ccc(F)cc1 (stereo not drawn)
-2.0,·,CN(c1ccccc1)S(=O)(=O)c1cccc(C(=O)OCC(=O)NCc2ccccc2)c1
-1.9,0.06,CCOc1ccc(C2/C(=C(\O)c3ccc4c(c3)OCCO4)C(=O)C(=O)N2CCN2CCOCC2)cc1OCC (stereo not drawn)
0.6,0.93,CCOC(=O)C1=C(O)/C(=C\c2cccs2)N=C1C
-0.6,2.8,CCCN1C(=O)C(O)(CC(=O)c2ccc3c(c2)OCCO3)c2ccccc21 (stereo not drawn)
0.9,-0.43,COc1cccc(N2CCN(c3ccc(N4C(=O)CCC4=O)cc3[N+](=O)[O-])CC2)c1
-0.6,1.5,C[C@@H]1CC=C[C@H]2[C@H]1C(=O)N(Cc1ccccc1)[C@H]2c1ccc(-c2cc3ccccc3s2)cc1F
-0.4,0.7,COC(=O)c1c(C)nc(C)c(C(=O)OC)c1-c1ccsc1
-2.0,-0.79,CCN(CC)CCNC(=O)c1ccc(NC(=O)c2c(F)cccc2Cl)cc1
-1.1,·,Cc1ccc(-n2nnnc2SCC(=O)c2c(N)n(C3CC3)c(=O)[nH]c2=O)cc1
1.3,·,COCCNC(=O)c1sc2ncn(CC(=O)N3CCCCC3)c(=O)c2c1C
0.5,-4.3*,COc1ccccc1OCCSc1nc2ccccc2n1CCO
3.1,1.5,CCOC(=O)C(c1ccccc1)N1CCN(c2ccc(OC)cc2)CC1 (stereo not drawn)
-2.0,0.9,C=CCNc1nc(Cl)nc(NC2CCCCC2)n1
-2.3,0.01,CC(C)N(Cc1nc(-c2ccc(Cl)cc2)no1)C(=O)C(c1ccccc1)c1ccccc1
4.7,1.1,Cc1sc2ncnc(N3CCC(C(=O)NNC(=O)c4ccccc4Cl)CC3)c2c1C
0.7,·,N#CC1(NC(=O)COC(=O)c2ccc(-c3ccc(O)cc3)cc2)CCCCC1
0.7,1.8,O=C(O)Cn1cc(/C=C/[N+](=O)[O-])c2ccccc21
-1.7,-1.5,Cc1ccnc(N2C(=O)c3ccccc3C2Nc2ccccc2Cl)c1 (stereo not drawn)
